Bioassay records (PubChem BioAssay)
LYP phosphatase: inhibitors of LYP phosphatase, biochemical, fluorescence intensity, uHTS (AID 1779) | one-dose inhibition, % at 11.5 µM; IC50 in µM for titrated hits | 0.054% of 290,000 active | recombinant LYP phosphatase, fluorescence intensity; higher % means a stronger effect;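 also: plate controls were vehicle with enzyme for no effect and no enzyme for full effect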
XIAP displacement: small molecules displacing peptide from XIAP – biochemical, IAP family, fluorescence polarization (AID 1018); XIAP BIR domain, fluorescence polarization peptide displacement; higher % means a stronger effect; 0.007% of 200,000 active; one-dose displacement, % at 20 µM; IC50 in µM for titrated hits; in the data active = displacement above about 50%; also: a part of the inactive calls stands beside numbers as strong as those of hits
Dynein cargo inh: dynein cargo transport inhibition; 3617.4 mouse cells, GR-EGFP nuclear translocation imaging; test concentration mostly 20 µM; stimulated with dexamethasone, 1 µM; active compounds read low; z-score, hits read low; 0.47% of 220,000 active;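 active = plate z-score of nuclear minus cytoplasmic receptor signal below a set negative limit, without overly bright fluorescence or cell loss, cut at about -3.5 in these data, passing the limit was not always enough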;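 also: z-score of nuclear minus cytoplasmic ring GR-EGFP intensity difference per well; some compounds called inactive have numbers as strong as hits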
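Buffer or medium: tet-free medium with charcoal-stripped serum / Also added: dexamethasone agonist, 1.0 µM final, for 30 min / Timing: induction 48 h, compound 1 h, agonist 30 min / Measured by: high-content fluorescence imaging after fixation / Read-out: nuclear-to-cytoplasmic GR-EGFP distribution per well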
PMI inhibitors: inhibitors of human PMI, primary screen, biochemical, fluorescence intensity, coupled assay (AID 1209) | inhibition, % at 20 µM; hits with a dose series show IC50 in µM | purified PMI enzyme, coupled fluorescence intensity; higher % means a stronger effect | 0.42% of 190,000 active;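 also: plate controls were DMSO vehicle for no effect and wells lacking substrate for full effect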
AID2073: inhibitors of Mint1-CaV2.2 protein interaction, biochemical, HTRF (AID 2073); HTRF protein-protein interaction, Mint1-CaV2.2; higher % means a stronger effect; one-dose inhibition, % at 20 µM; IC50 in µM for titrated hits; 0.19% of 290,000 active; in the data active = inhibition mostly above about 51%, no sharp cut-off; inconclusive = no clear call, values can overlap the other calls; inactive = mostly below about 53%; also: some results filed as inactive read as strong as hits
SIAH1 antagonists: Siah-1 peptide-binding antagonists, primary screen, biochemical, fluorescence polarization, rhodamine-plectin, uHTS (AID 1817); Siah-1 / rhodamine-plectin peptide fluorescence polarization; higher % means a stronger effect; one-dose displacement, % at 20 µM; IC50 in µM for titrated hits; 0.02% of 290,000 active;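 active = displacement of at least 50% at 20 µM, with a fluorescence ratio check between 0.3 and a set limit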;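 also: plate controls were Siah plus tracer with DMSO for no effect and tracer alone without Siah for full effect; strong numbers were not always called active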
M17LAP inhibition: P. falciparum M17LAP inhibitors, primary screen, biochemical, fluorogenic H-Leu-NHMec substrate, 1536-well (AID 1619); recombinant M17LAP, H-Leu-NHMec fluorogenic kinetic assay; higher % means a stronger effect; inhibition, % at 30 µM, or IC50 in µM where a hit was titrated; 0.38% of 220,000 active;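 active = compound inhibiting the enzyme by more than half at any dose during confirmatory dose-response retesting; inconclusive = strong single-dose inhibitors picked by rank but not retested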;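 also: plate controls were full reaction with DMSO carrier for no effect and no enzyme background for full effect; strong numbers were not always called active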
P. falciparum M1AAP: P. falciparum M1AAP inhibitors, biochemical, fluorogenic H-Leu-NHMec substrate, 1536-well (AID 1445); 0.42% of 220,000 active; recombinant M1AAP, H-Leu-NHMec fluorogenic kinetic assay; higher % means a stronger effect; one-dose inhibition, % at 30 µM; IC50 in µM for titrated hits;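 active = primary inhibition above the hit cutoff, then over 50% inhibition at one or more dose response concentrations, cut at about 23% in these data, passing the limit was not always enough; inconclusive = conflicting primary data, or primary hits not chosen for dose response; inactive = low primary inhibition, or under 50% at every dose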;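 also: plate controls were DMSO full reaction for no effect and no enzyme background for full effect; strong numbers were not always called active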
human PMI inhibitors: MPI inhibition at elevated mannose 6-phosphate – biochemical, fluorescence intensity, high mannose 6-phosphate, primary screen (AID 1220). recombinant PMI enzyme, coupled fluorescence intensity; higher % means a stronger effect. one-dose inhibition, % at 20 µM; IC50 in µM for titrated hits. 0.66% of 190,000 active
Dynein cargo inh cytoplasmic EGFP: further read-out of Dynein cargo inh, marked with its call; z-score; measured here: cytoplasmic GR-EGFP intensity; active compounds read high
Dynein cargo inh nuclear GR-EGFP: second read-out of Dynein cargo inh, no call of its own (marks repeat the call); z-score; measured here: nuclear GR-EGFP intensity;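 lower value marks the stronger effect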
Dynein cargo inh cell count: further read-out of Dynein cargo inh, marked with its call; z-score; measured here: cell count per field
Active calls of the source: *; ? = inconclusive; nt = no result given. Rule as the data show it, unless noted: active = inhibition above about 50%; inactive = the rest.

entry	compound	human PMI inhibitors	SIAH1 antagonists	Dynein cargo inh cytoplasmic EGFP	Dynein cargo inh nuclear GR-EGFP	LYP phosphatase	AID2073
1	Cc1ccc(NC(=S)N(CCN2CCCCC2)Cc2ccco2)cc1Cl	7%	4%	0.31	0.0027	-5%	-14%
2	Clc1ccccc1C1=CC(c2ccco2)n2ncnc2N1 (stereo unspecified)	nt	-3%	-0.25	0.53	-6%	1%
3	COC(=O)c1c(NC(=O)Cc2cccs2)sc(C(=O)N2CCCCC2)c1C	-12%	5%	-0.05	-0.012	4%	1%
4	Cc1nnc2n1NC(c1ccc(Cl)cc1)C(C(=O)N(C)C1CCCCC1)S2 (stereo unspecified)	-8%	5%	-0.36	-0.44	-8%	2%
5	O=C(O)/C(=C\c1cccs1)Sc1nnc(-c2ccc(F)cc2)o1	-10%	3%	-0.22	-0.99	5%	24%
6	CC(C)c1ccc(NC(=S)Nc2ccc(OC(F)(F)F)cc2)cc1	8%	6%	-0.26	-0.34	-2%	6%
7	CC(=O)Nc1cccc(-c2csc(NCc3ccco3)n2)c1	12%	3%	-0.19	1.2	-11%	?
8	Cc1nnc(NC(=O)Cn2nc(C)c3ccccc3c2=O)s1	nt	4%	-0.21	0.77	-1%	1%
9	CCN(CC)S(=O)(=O)c1ccc(N(C)Cc2ccc(C(F)(F)F)cc2)nc1	5%	0%	-0.25	0.14	2%	2%
10	Cc1ccc(N(C(=O)c2cnccn2)C(C(=O)NC2CCCCC2)c2ccc(O)cc2)cc1 (stereo unspecified)	nt	-2%	-0.26	0.65	1%	1%
11	CCn1c(SCC(=O)Nc2nccc(C)n2)nc2ccccc21	nt	2%	-0.24	-0.31	-8%	1%
12	COc1cc(/C=N/NC(=S)NCc2ccccc2)ccc1OCC#N	-2%	20%	-0.29	0.053	0%	-3%
13	Cc1nc(Nc2ccccc2)sc1-c1ccccc1	6%	-5%	-0.26	-0.15	0%	-6%
14	CCCCN(C)c1c(N2CCC(C(=O)OCC)CC2)c(=O)c1=O	nt	-1%	-0.23	0.22	-2%	-8%
15	O=C(C1CCCO1)N1CCN(C(=S)Nc2cccc(Cl)c2)CC1 (stereo unspecified)	2%	-1%	-0.25	0.21	-3%	-34%

entry	XIAP displacement	P. falciparum M1AAP	Dynein cargo inh	M17LAP inhibition	Dynein cargo inh cell count	PMI inhibitors
1	-3.2%	2%	-0.54	-4%	-0.029	15%
2	nt	5%	-0.24	7%	-0.42	nt
3	-3.3%	9%	-0.17	-6%	0.44	-9%
4	-1.4%	15%	-0.79	3%	0.27	-21%
5	-6.9%	7%	-1.2	2%	1	-10%
6	-3.5%	8%	-0.88	0%	0.33	6%
7	-9.0%	7%	2.1	7%	-0.88	25%
8	1.9%	1%	1.8	-9%	-0.54	nt
9	-1.4%	2%	0.28	-3%	0.5	13%
10	-4.9%	-4%	0.65	4%	0.0073	nt
11	nt	6%	-0.46	16%	0.34	nt
12	-0.7%	8%	-0.1	11%	-0.29	-1%
13	-7.6%	5%	-0.68	2%	-0.082	19%
14	nt	12%	-0.95	2%	0.43	nt
15	-5.9%	1%	0.31	-3%	0.19	17%

The final 3 compounds of the section before open the next one:
entry	compound	human PMI inhibitors	SIAH1 antagonists	Dynein cargo inh cytoplasmic EGFP	Dynein cargo inh nuclear GR-EGFP	LYP phosphatase	AID2073
13	Cc1nc(Nc2ccccc2)sc1-c1ccccc1	6%	-5%	-0.26	-0.15	0%	-6%
14	CCCCN(C)c1c(N2CCC(C(=O)OCC)CC2)c(=O)c1=O	nt	-1%	-0.23	0.22	-2%	-8%
15	O=C(C1CCCO1)N1CCN(C(=S)Nc2cccc(Cl)c2)CC1 (stereo unspecified)	2%	-1%	-0.25	0.21	-3%	-34%
16	Cc1cc(=O)n2c(C)n[nH]c2n1	10%	1%	-0.23	-0.11	-1%	-10%
17	COc1ccc(OC)c(S(=O)(=O)NCC(=O)O)c1	nt	3%	-0.71	0.44	-9%	4%
18	COc1ccc(C(=O)CSc2nnn(-c3cccc(NC(C)=O)c3)n2)cc1	nt	0%	-0.18	0.23	-1%	2%
19	Cc1ccccc1Nc1nnc(SCC(=O)NCc2cccs2)s1	1%	3%	-0.24	-0.43	-5%	0%
20	COc1ccc(NC(=O)CC2C(=O)N(c3ccccc3)C(=O)N2CCc2cccs2)cc1 (stereo unspecified)	2%	0%	-0.25	0.27	-10%	2%
21	OCCC1CN(C/C(Cl)=C/c2ccccc2)CCN1C1CCCC1 (stereo unspecified)	13%	1%	-0.25	-0.4	-9%	15%
22	CC1=C(CC(=O)c2ccc(Cl)cc2)C(=O)c2ccccc2C1=O	4%	5%	-0.14	-0.34	-2%	-13%
23	Cc1cc(C2C(=O)CC(=O)CC2c2ccccc2)on1 (stereo unspecified)	-4%	-2%	-0.23	-0.13	-4%	7%
24	O=C1/C(=C\c2cccs2)N=C(c2cccs2)N1Nc1ccccc1	5%	-1%	0.24	0.51	-4%	-6%
25	O=C(CSc1nnc(NC2CCCCC2)s1)NC1CCS(=O)(=O)C1 (stereo unspecified)	-17%	-3%	0.19	-0.086	-5%	8%
26	COc1ccc(C)cc1NC(=O)CSc1nnc(CC(=O)Nc2ccccc2F)n1C	1%	6%	0.29	1.1	-6%	13%
27	CCCCc1c(O)nc2ccccn2c1=O	-2%	8%	0.25	0.35	-4%	14%
28	CCCn1c(=O)n(C)c(=O)c2c(SCC(=O)NCc3ccco3)nc(C3CC3)nc21	-1%	1%	-0.18	0.34	-2%	0%
29	Cc1nnc(NC(=O)c2ccc3ccccc3n2)s1	-12%	-9%	-0.061	0.24	-8%	-5%
30	COc1cc2c(cc1OC)C1(CCCC1)CNC2C (stereo unspecified)	-7%	4%	-0.24	0.37	0%	43%

entry	XIAP displacement	P. falciparum M1AAP	Dynein cargo inh	M17LAP inhibition	Dynein cargo inh cell count	PMI inhibitors
13	-7.6%	5%	-0.68	2%	-0.082	19%
14	nt	12%	-0.95	2%	0.43	nt
15	-5.9%	1%	0.31	-3%	0.19	17%
16	-9.0%	-2%	-0.73	6%	0.15	14%
17	nt	-2%	0.42	-4%	-1	nt
18	nt	2%	0.93	-1%	-0.14	nt
19	-4.4%	-2%	-0.74	9%	0.99	11%
20	-5.0%	8%	0.42	39%	-0.19	6%
21	-3.9%	-1%	-0.74	-15%	0.57	16%
22	-3.0%	0%	-0.11	-7%	0.093	-16%
23	-4.1%	6%	-0.57	20%	2	-5%
24	-7.2%	12%	0.21	13%	0.71	16%
25	-2.2%	-2%	-0.13	12%	0.087	-14%
26	-0.7%	5%	1.3	-3%	-1.4	4%
27	-2.7%	2%	0.049	9%	0.31	5%
28	-7.0%	-6%	0.6	0%	0.52	0%
29	-6.1%	37µM*	0.088	8%	0.077	-24%
30	1.2%	1%	0.88	-4%	0.43	-6%

Following part:
entry	compound	human PMI inhibitors	SIAH1 antagonists	Dynein cargo inh cytoplasmic EGFP	Dynein cargo inh nuclear GR-EGFP	LYP phosphatase	AID2073
31	CCOC(=O)CSc1nnc(CNC(=O)c2ccco2)n1-c1ccc(F)cc1	11%	-2%	-0.094	1.6	-2%	-11%
32	COc1cccc(CC(NC(C)=O)C(=O)NC2CCN(c3nnnn3-c3ccccc3)CC2)c1OC (stereo unspecified)	-1%	5%	-0.12	0.43	-6%	2%
33	Cc1csc(NC(=O)c2ccc(S(C)(=O)=O)cc2)n1	6%	-7%	-0.022	1.8	-6%	-7%
34	O=C(Nc1cc(SCCO)cc([N+](=O)[O-])c1)c1ccc(Br)o1	2%	-4%	-0.2	0.078	-3%	17%
35	O=C(COC(=O)C1CC(=O)N(c2ccc3c(c2)OCCO3)C1)Nc1ccc2c(c1)CCC2 (stereo unspecified)	7%	0%	0.88	0.12	-4%	-3%
36	O=C(Cc1ccccc1)NCC(=O)N/N=C/c1ccc(Cl)cc1	12%	7%	-0.25	-0.14	-4%	8%
37	COc1ccc(C(=O)NCC(=O)OCC(=O)Nc2cc([N+](=O)[O-])ccc2F)cc1	-8%	4%	-0.16	0.61	2%	?
38	CN1CCN(c2ccccc2NC(=O)c2ccc(F)cc2)CC1	nt	-7%	-0.66	0.88	-6%	24%
39	CCOCCCNCC(=O)Nc1ccccc1N1CCOCC1	-5%	4%	-0.24	-0.024	-8%	-1%
40	CCCCCOC(=O)Cn1c(SCC(=O)Nc2ccccc2)nc2c1c(=O)[nH]c(=O)n2C	10%	9%	-0.3	1.3	-1%	1%
41	Cc1cccc(C)c1NC(=O)COC(=O)c1ccccc1Nc1ccccc1	0%	-3%	-0.26	-0.82	4%	8%
42	CN1CCN(/N=C2/C(=O)Nc3ccc([N+](=O)[O-])cc32)CC1	28%	6%	-0.25	0.43	-3%	6%
43	CSc1ccccc1C(=O)Nc1ccc2c(c1)OCCO2	2%	1%	-0.26	0.25	-7%	-4%
44	Cn1nc(CC(=O)Nc2ncc(Br)s2)c2ccccc2c1=O	-4%	5%	-0.26	-0.83	2%	11%
45	O=C(CSc1nccn1-c1ccccc1)NCc1ccc(F)cc1	-7%	13%	-0.25	0.75	-4%	10%

entry	XIAP displacement	P. falciparum M1AAP	Dynein cargo inh	M17LAP inhibition	Dynein cargo inh cell count	PMI inhibitors
31	-4.2%	11%	3.2	10%	-1.9	10%
32	-7.0%	5%	-0.047	-5%	0.43	-3%
33	-1.4%	5%	3	5%	-2.2	6%
34	0.0%	2%	-0.16	18%	0.69	0%
35	-4.8%	1%	-0.15	-6%	-0.34	1%
36	-6.8%	-2%	-0.43	-6%	2.7	8%
37	-10%	5%	-0.3	13%	0.16	-10%
38	nt	-1%	1.2	-2%	-1.2	nt
39	-4.6%	1%	-0.27	4%	0.8	2%
40	-6.5%	7%	1.3	2%	-0.99	-1%
41	-8.4%	11%	-0.99	4%	0.45	3%
42	-5.7%	9%	0.66	41%	0.46	6%
43	-3.6%	-3%	0.0091	9%	0.47	7%
44	-6.5%	3%	-0.32	2%	1.2	0%
45	-1.5%	4%	0.85	-7%	-0.31	2%
